Compound activity (PubChem BioAssay)
DRD3 antagonist = blocks the human D3 dopamine receptor | P35462 | D3R cells, DiscoveRx beta-arrestin luminescence, antagonist mode; active compounds read low | max response, negative = inhibition, % | hit rate 2.5% among 360,000 | AID 652054; in the data active means max response below about -50%; inconclusive means no clear call, values can overlap the other calls; further: on the % scale 0 is the no-effect control and ±100 the full control effect; mostly tested at two doses, the higher about 12 µM
Target sequence (P35462 whole entry, looked up): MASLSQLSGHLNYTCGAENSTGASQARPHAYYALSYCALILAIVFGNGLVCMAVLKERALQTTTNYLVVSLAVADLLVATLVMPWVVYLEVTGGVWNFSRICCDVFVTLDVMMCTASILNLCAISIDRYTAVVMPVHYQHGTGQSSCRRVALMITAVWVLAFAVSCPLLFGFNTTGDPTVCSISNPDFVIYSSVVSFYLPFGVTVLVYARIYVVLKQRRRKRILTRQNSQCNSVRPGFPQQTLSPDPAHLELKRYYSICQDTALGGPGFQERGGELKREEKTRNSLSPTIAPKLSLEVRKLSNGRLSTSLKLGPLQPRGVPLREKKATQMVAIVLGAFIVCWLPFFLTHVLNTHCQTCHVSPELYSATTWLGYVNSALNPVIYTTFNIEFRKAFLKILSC
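Cells plated overnight at 1500 cells/well, then exposed to library compounds with dopamine controls for 90 minutes at 37 degrees C. DiscoveRx reagent added for 30–60 minutes at room temperature; luminescence read, quantitative HTS format.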
Akt phos inh = inhibitors of Akt phosphorylation; Neuro2A IGF-stimulated pAkt S473 HTRF, 20 min; active compounds read low; activity change, % for hits at 50 µM; hit rate 0.32% among 360,000; in the data active means activity change below about -80%; inconclusive means mostly about -51% to -80%; further: on the % scale 0 is the no-effect control and ±100 the full control effect
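Neuro2A cells (4,500/well, DMEM with 0.5% FBS) were treated with compound at a single 50 µM final concentration, stimulated with 6 nM IGF for 20 min at 37 °C, and lysed. Phospho-Akt Ser473 was read by HTRF as 665/615 ratio ×10^4.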
PTHR1 agonist = PTHR1 (human) receptor agonism | Q03431 | HEK293 GP2 PTHR1 cells, GloSensor cAMP luminescence, 1 h | Potency, µM (highest dose often 115 µM), inactives show at the highest dose activation, actives largely listed as activators | hit rate 0.075% among 410,000 | AID 743266; further: potency means the concentration at half of the fitted maximal effect; nearly all actives have a fitted effect of over 55% in size; some results filed as inactive show a strong effect at the top dose; inactives centre near -15; many of its hits are not listed in these tables
Target sequence (Q03431 whole entry, looked up): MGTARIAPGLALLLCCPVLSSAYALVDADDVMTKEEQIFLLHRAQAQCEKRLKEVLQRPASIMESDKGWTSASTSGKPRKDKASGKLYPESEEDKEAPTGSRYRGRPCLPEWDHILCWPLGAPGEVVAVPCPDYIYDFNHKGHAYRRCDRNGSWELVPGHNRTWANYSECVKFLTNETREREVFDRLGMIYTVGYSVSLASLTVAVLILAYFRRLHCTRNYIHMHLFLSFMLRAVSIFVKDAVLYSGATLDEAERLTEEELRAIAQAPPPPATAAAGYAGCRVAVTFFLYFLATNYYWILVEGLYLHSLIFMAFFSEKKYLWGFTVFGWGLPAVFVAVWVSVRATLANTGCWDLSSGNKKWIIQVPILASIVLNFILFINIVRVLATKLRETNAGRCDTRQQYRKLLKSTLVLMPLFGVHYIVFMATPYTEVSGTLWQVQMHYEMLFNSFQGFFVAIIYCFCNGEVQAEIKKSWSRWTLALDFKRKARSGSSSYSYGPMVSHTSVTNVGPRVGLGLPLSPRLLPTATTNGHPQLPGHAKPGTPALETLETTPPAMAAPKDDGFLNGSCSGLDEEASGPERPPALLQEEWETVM
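HEK-293-derived GP2 cells expressing PTHR1 and a GloSensor cAMP reporter, 3,000/well, plated overnight, given luciferin plus IBMX (each 0.5 mM as added) for 1 h at 37 °C, then compound for 1 h at 37 °C. Luminescence was read after 15 min at room temperature.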
EPAC2 antag = blocks human EPAC2 exchange factor; EPAC2 GEF exchange of Rap1B-BODIPY-GDP, fluorescence; AID 720708; hit rate 0.18% among 360,000; Potency, µM (titrated, usually from 114 µM), inactives show at the highest dose activity, negative = inhibition, most hits filed as inhibitors; Q8WZA2; further: potency means the concentration at half of the fitted maximal effect; on the % scale 0 is the no-effect control and ±100 the full control effect; nearly all actives have a fitted effect of over 45% in size; many of its hits are not listed in these tables
EPAC2 agonist = agonists of human EPAC2 (RAPGEF4) | Q8WZA2 | EPAC2 activation, biochemical qHTS; response scale: 100% = 6.5 mM cAMP response | Potency, µM (top dose mostly 154 µM), for inactives: top-dose activation, most hits filed as activators | hit rate 0.079% among 360,000; further: potency means the concentration at half of the fitted maximal effect; nearly all actives have a fitted effect of over 50% in size
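EPAC2 (100 nM) mixed with Rap1B loaded with BODIPY-GDP (250 nM) plus 50 uM unlabeled GDP; compounds pinned in, 5 min RT, then read every 5 min for 30 min (ex 480, em 540 nm). Normalized to cAMP control.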
MmCpn inh = M. maripaludis TRiC chaperonin inhibition. Potency, µM (doses to about 76.9 µM), without a hit: at the top dose activity, negative = inhibition, actives largely listed as inhibitors. purified Mm-Cpn ATPase, ADP Transcreener TR-FRET. AID 504842. hit rate 0.031% among 330,000; further: potency means the concentration at half of the fitted maximal effect; on the % scale 0 is the no-effect control and ±100 the full control effect; nearly all actives have a fitted effect of over 80% in size
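Inhibition of chaperonin ATP hydrolysis is measured as reduced ADP production, detected by competitive TR-FRET in which signal falls with ADP. Final enzyme 25 nM and ATP 10 uM, reacted 30 min at 37°C.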
CCT modulator = cytosolic chaperonin activity modulation; purified chaperonin ATPase assay, HTRF ADP detection, 30 min; AID 651819; activity change, % (test concentration not listed), hits read low; hit rate 0.3% among 360,000; in the data active means activity change below about -30%; further: on the % scale 0 is the no-effect control and ±100 the full control effect
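Nucleotide hydrolysis assay: TRiC at 20–40 nM final (set by batch activity) with 10 uM ATP, 30 min at 37 °C, in presence of 76 uM compound. Detection by competitive ADP HTRF, 30 min ambient.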
D3 ag = agonists of human D3 dopamine receptor; P35462; D3R DiscoveRx beta-arrestin cells, luminescence, 90 min; max activation, %; hit rate 0.58% among 410,000; AID 652048; in the data active means max activation above about 30%; further: 0% is about no effect; mostly tested at two doses, the higher about 12 µM
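Cells at 1500/well, incubated overnight, then treated with pinned compounds (dopamine as control) for 90 min at 37 degrees C. DiscoveRx reagent added for 30 - 60 minutes at room temperature; luminescence read.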
Active calls of the source: *; i = inactive; ? = inconclusive; / = no result given; [ ] = remark or other dose. Unless noted, the call rests on the fitted dose curve; in most records, active means well fitted curve in the direction sought with a large enough effect; inconclusive means small, poorly fitted or top-dose-only effect, or another doubt; inactive means no such curve, though single readings can be large; an effect the other way counts as inactive or inconclusive.

cpd | mol | DRD3 antagonist | Akt phos inh | PTHR1 agonist | EPAC2 antag | EPAC2 agonist | MmCpn inh | CCT modulator | D3 ag
1 | CCC12CCC3c4ccc(O)cc4CCC3C1CC(O)C2O (configuration not stated) | 0 | i | i | -1% | 4% | / | -2.8 | 0
2 | O=C(O)c1cc2[nH]c3c(c2cc1Cl)CCCC3 | 1 | i | -4% | 6% | 3% | 0% | -2.3 | 2
3 | CC(=O)NC1C(=O)N(CCN2CCOCC2)c2ccc(F)cc21 (configuration not stated) | -2 | i | i | -6% | 2% | -7% | -2.4 | -2
4 | COc1ccccc1-c1nc(-c2ccccc2)nc(N2CCN(C)CC2)c1C#N | 7 | i | 5% | -12% | 22% | -1% | -0.1 | -6
5 | COc1cc(C(=O)N/N=C/c2ccc(OC(=O)c3cccc(C)c3)c(OC)c2)ccc1O | 32 | i | -22% | ? | 4% | -1% | 1.3 | 12
6 | COC(=O)Nc1ccc(S(=O)(=O)N2CCCC(C(=O)N3CC(C)OC(C)C3)C2)cc1 (configuration not stated) | 11 | i | i | -8% | 7% | 0% | -0.2 | 4
7 | C=CCN1C(=O)/C(=C2/Sc3ccc(OC)cc3N2C)SC1=Nc1ccccc1 | 26 | i | i | 4% | 1% | -14% | 2.6 | 3
8 | Cc1csc(NC(=O)CSC2=NCCS2)n1 | -16 | i | -25% | -3% | 7% | 2% | -3.3 | 0
9 | COc1ccccc1N/C=C(\C#N)c1nc2ccccc2[nH]1 | 6 | i | i | 5% | -3% | 1% | 0.5 | 2
10 | Cc1ccc2nc(-c3ccncc3)cc(C(=O)NCCc3ccc(F)cc3)c2c1 | -9 | i | -19% | -10% | -5% | 2% | 0.2 | -9
11 | O=C(COC(=O)CN1C(=O)COc2ccccc21)NCc1ccc(F)cc1 | 8 | i | i | -3% | -1% | -4% | -0.2 | -5
12 | CCN(C(=O)COC(=O)c1ccccc1NCCO)c1cccc2ccccc12 | -12 | i | i | -6% | 19% | -1% | -3.8 | -7
13 | COc1ccc(CCNC(=O)CCCN2C(=O)C(c3ccccc3)Oc3cccnc32)cc1OC (configuration not stated) | -6 | i | 0% | 1% | 13% | 3% | -2.4 | -2
14 | COc1cccc(NCc2nnc(SCC(=O)NC3CCS(=O)(=O)C3)n2C2CCCCC2)c1 (configuration not stated) | -1 | i | -18% | -10% | 23% | 2% | -2.4 | -4
15 | Cc1nc2scc(C)n2c(=O)c1S(=O)(=O)NCCc1ccc(Cl)cc1 | 0 | i | -14% | -6% | 0% | -1% | 2.4 | 11
16 | Cc1ccccc1NC(=O)NC(N)=O | -9 | i | i | -2% | 5% | 0% | -0.4 | -1
17 | Cc1c(C(=O)N2CCOCC2)[nH]c2ccc(OCc3ccccc3)cc12 | 7 | i | -27%[57.5 µM] | 2% | 6% | 2% | -2.2 | -2
18 | Cc1ccc(-c2cc(C(=O)NCc3ccccn3)c3ccccc3n2)cc1 | -13 | i | -9%[57.5 µM] | -11% | 7% | -7% | 1.1 | 3
19 | CC(=O)c1cccc(NC(=O)c2cc(S(=O)(=O)N3CCCCC3)ccc2N2CCOCC2)c1 | 3 | i | i | 0% | 3% | / | 0.6 | 0
20 | Cc1nn(-c2ccccc2)c(N)c1Sc1ccc([N+](=O)[O-])cc1 | -17 | i | -50%[inhibitor] | -7% | 0% | 5% | -1.1 | 1
21 | CCCNc1cc(=O)n(C)c(=O)n1C | -4 | i | i | -2% | 8% | 1% | 3.0 | 4
22 | CC(=O)[C@H]1[C@H]([C@H](O)[C@H](O)CO)O[C@](O)(C(=O)O)C[C@@H]1O | 20 | i | -6% | 18% | 0% | -4% | 0.0 | 25
23 | CN(C)CCOCCOc1ccc(Cl)cc1C(C)(C)C | ? | i | ? | 7% | 2% | 2% | -0.3 | -12
24 | CCOC(=O)c1nnc(-c2ccc(C)cc2)nc1N1CCSCC1 | -3 | i | -33%[inhibitor] | -20% | 16% | 1% | -8.7 | 3
25 | CN(Cc1c(F)cccc1Cl)C(=O)COC(=O)Cn1cnc2ccccc2c1=O | 16 | i | -25% | 12% | -1% | / | -0.7 | 0
26 | CC(=O)Nc1nonc1-c1nc2ccccc2n1CCC#N | -5 | i | -7% | 8% | 8% | -4% | 0.7 | -1
27 | O=C(NC1CC1)c1ccc2sc([C@@H]3O[C@H](CO)[C@H](O)[C@H](O)[C@H]3O)nc2c1 | 0 | i | i | 8% | 6% | / | -2.9 | -5
28 | OC[C@@H]1CN(Cc2cccc3ccccc23)C[C@H](n2cnc3c(NCc4ccco4)ncnc32)O1 | 25 | i | -37%[inhibitor] | ? | 10% | / | -0.1 | 4
29 | O=C(NCCn1ccc2ccccc21)c1ccc(S(=O)(=O)N2CCCCC2)cc1 | -15 | i | i | 9% | 7% | -5% | -3.2 | 1
30 | CCC(C)NC(=O)CN1C(=O)CSc2ccc(S(=O)(=O)N3CCCC3)cc21 (configuration not stated) | -9 | i | -56%[inhibitor] | 4% | 14% | -2% | 0.6 | 2
31 | CCOc1cc(N2CCOCC2)c(OCC)cc1NC(=O)C(C)C | -14 | i | -8% | 7% | 4% | -2% | -3.3 | -7
32 | CCN(CC)CCN1C(=O)C(=O)/C(=C(/O)c2c(C)[nH]c(C(=O)OC)c2C)C1c1ccco1 (configuration not stated) | 16 | i | -1%[57.5 µM] | 10% | -4% | -1% | 0.0 | -1
33 | CC[C@]12c3[nH]c4cc(CCC(=O)N(C)C)ccc4c3CCN1C(=O)[C@@H](CC(=O)NCC13CC4CC(CC(C4)C1)C3)C[C@@H]2C(=O)N1CCN(C(=O)C2CC2)CC1 | 4 | i | 4% | -7% | 6% | 3% | -1.5 | -25
34 | OCCC1CN(Cc2ccc(-n3cccn3)cc2)CCN1Cc1ccccc1 (configuration not stated) | 3 | i | -5% | 3% | 2% | 1% | -0.4 | -15
35 | CCOc1nc(-c2ccccc2Cl)ccc1C#N | 19 | i | -20% | -5% | 12% | 1% | 1.0 | 7
36 | CCOC(=O)N1CCN(C(=S)Nc2cccc(C)c2C)CC1 | -13 | i | -42%[inhibitor] | 4% | 8% | 1% | -4.1 | 0
37 | Cc1ccccc1C(=O)NC1CCN(Cc2nnnn2Cc2ccc(F)cc2)CC1 | -9 | i | i | 5% | -5% | 2% | -2.0 | -21
38 | COc1ccc2ccc(C(C)(C(C)=O)C(=O)OC(C)C)cc2c1 (configuration not stated) | -13 | i | -13% | ? | 13% | 1% | -3.0 | -6
39 | CCOC(=O)CSc1nc2cc(C(F)(F)F)cnc2n1C | -12 | i | 16% | 8% | 7% | -2% | 0.5 | 5
40 | Cc1ccsc1/C=C(\C#N)C(=O)NC1CCS(=O)(=O)C1 (configuration not stated) | -27 | i | i | 4% | 9% | -2% | -2.8 | -9
41 | CCc1nc(SCC(=O)NCc2ccc(F)cc2)c2c(=O)n(C)c(=O)n(C)c2n1 | -8 | i | i | 4% | 3% | -2% | -1.6 | 3
42 | C=CCNS(=O)(=O)c1nc(C)c(Cl)c(C)c1C#N | 18 | i | -5%[57.5 µM] | 12% | -9% | 2% | 0.2 | 1
43 | COc1ccc2c(CC(=O)NNC(=O)c3cccs3)coc2c1 | 12 | i | i | -4% | 4% | 2% | -2.4 | -1
44 | O=C(NCCCN=C1NS(=O)(=O)c2ccccc21)c1ccccc1Cl | 11 | i | i | 0% | 10% | 3% | 1.2 | -1
45 | CN(C(=O)c1ccc(NC(=O)Cc2cccc(NC(=O)C3CCN(C(=O)C4CCC4)CC3)c2)cc1)C1CC1 | 12 | i | 9% | 8% | 12% | / | -4.3 | 13
46 | CCN(CC)S(=O)(=O)c1ccc(Br)c(OC)c1 | 7 | i | -8%[57.5 µM] | 12% | 3% | 3% | 0.8 | 2
47 | NS(=O)(=O)c1cc(C(=O)Nc2ccc3c(c2)OCCCO3)ccc1Cl | -18 | i | -5% | -2% | 12% | -3% | 1.6 | 5
48 | COc1nc(SC)nc(Cl)c1Cc1ccc(OC(C)C)cc1 | 6 | i | -23% | 3% | 5% | 1% | -4.4 | -13
49 | CC[C@]1(c2cccc(C)c2)C(=O)N(C(=O)OC)N1C(=O)OC | -24 | i | -54%[inhibitor] | -6% | 6% | 1% | -0.5 | -3
50 | CCCOc1c(Cl)cc(/C=N/O)cc1OCC | 0 | i | -4% | -20% | 1% | 2% | -3.0 | 3

Following part.
cpd | mol | DRD3 antagonist | Akt phos inh | PTHR1 agonist | EPAC2 antag | EPAC2 agonist | MmCpn inh | CCT modulator | D3 ag
51 | O=C(O)C(CO)(c1ccccc1)c1ccccc1 | 0 | i | -11% | 9% | -6% | 1% | 1.3 | 0
52 | COc1ccc(OC)c(NC(=O)C2(C)CCN2C(=O)CC2CC2)c1 (configuration not stated) | 21 | i | i | -2% | 6% | / | 0.4 | 5
53 | Cc1ccccc1C(=O)NC(=S)Nc1ccccc1N1CCCC1 | -14 | i | -17% | ? | 27% | 0% | -1.4 | -5
54 | CC1CN(C(=O)c2ccc(OC3CCN(Cc4ccccn4)CC3)cc2)CCN1C (configuration not stated) | -9 | i | 0% | -4% | 8% | -4% | -1.3 | -5
55 | O=[N+]([O-])c1ccc(Sc2ccccc2)nc1 | 0 | i | i | 2% | 17% | 2% | -0.2 | -9
56 | COc1cc([N+](=O)[O-])cc(/C=C2/SC(=S)N(Cc3ccccc3)C2=O)c1O | 14 | i | -29% | -24% | -5% | -2% | -1.3 | 2
57 | CCC(C)NC(=O)C1(NC(=O)Nc2ccccc2)CCCCC1 (configuration not stated) | -11 | i | i | -1% | -3% | -1% | 0.8 | -3
58 | O=c1[nH]nc(-c2ccccc2)c2ccccc12 | 17 | i | i | -1% | 5% | -1% | -4.5 | 7
59 | COc1cc([N+](=O)[O-])c(C(=O)N2CCOCC2)c([N+](=O)[O-])c1 | -14 | i | i | 14% | -4% | -1% | 0.1 | 2
60 | Cn1c(=O)cc(SCC(=O)NCCC2=CCCCC2)c2cc(Cl)ccc21 | -16 | i | i | -2% | 0% | 2% | -3.9 | -38

Whole records, quoted from the list. Order of values: DRD3 antagonist, Akt phos inh, PTHR1 agonist, EPAC2 antag, EPAC2 agonist, MmCpn inh, CCT modulator, D3 ag
Entry for COc1cc([N+](=O)[O-])c(C(=O)N2CCOCC2)c([N+](=O)[O-])c1 → -14, i, i, 14%, -4%, -1%, 0.1, 2
Entry for COc1ccc(OC)c(NC(=O)C2(C)CCN2C(=O)CC2CC2)c1 (configuration not stated) → 21, i, i, -2%, 6%, /, 0.4, 5

Not all compounds are listed, so the mix of outcomes need not match the whole.
